# Source: PubChem BioAssay (National Center for Advancing Translational Sciences (NCATS))
# Abeta rescue = A-beta toxicity reversal in yeast; Potency, µM (doses to about 46.1 µM), without a hit: at the top dose growth rescue, actives largely listed as activators; AID 1347071; yeast expressing A-beta42, growth rescue, OD600, 48 h; response scale: 0% DMSO, 100% iron-clioquinol control; 410,000 tested, 0.063% active; also: potency is read from the fitted curve at half-maximal effect; nearly all actives have a fitted effect of over 55% in size
#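 Yeast growth medium received pinned compounds, then yeast cells expressing toxic A-beta were added; plates incubated at 30 C for 48 hr. Growth read as absorbance at 600 nm, normalized to DMSO and equimolar FeCl3 plus clioquinol controls.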
# FUS suppressor = rescues growth of FUS-expressing yeast. S. cerevisiae FUS-expressing, growth rescue, OD600, 24 h. Potency, µM (highest dose often 76.6 µM), for the others: at the top dose growth rescue (activation), actives largely listed as activators. 390,000 tested, 0.24% active. AID 1347120;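 also: potency is read from the fitted curve at half-maximal effect; plate controls were DMSO vehicle for no effect and reference control for full effect; nearly all actives have a fitted effect of over 55% in size; some results filed as inactive show a strong effect at the top dose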
#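 Yeast FUS proteinopathy model; galactose-induced FUS (2%), starting OD 0.005. Cpds in dilution series, 24hr, 30C, 99% humidity. Abs 600 nm growth. Pos ctrl CP55940 (top 92uM final); neg ctrl DMSO.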
# PI5P4Ka inh = inhibitors of human PI5P4K alpha; PI5P4Kalpha enzyme, ADP-Glo luminescence, 60 min; stronger effect = lower value; max response, %; 330,000 tested, 1.2% active; P48426; AID 652105; active = max response of -50% or lower; inconclusive = between -30% and -50%; inactive = -30% or higher; also: value at the top dose of about 77 µM; % is scaled to controls: 0 for no effect and ±100 for the full control effect
#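 ADP-Glo luminescence end-point read after a 60 min room-temperature kinase reaction of PI5P4Kalpha plus substrate, initiated with ATP at 5 microM final. Buffer: 0.038 M HEPES pH 7.4, EGTA, 0.1% CHAPS, 5% DMSO.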
# IL-2 act = IL-2 activation; AID 652025; activation, % (series mostly up to about 46 µM); 360,000 tested, 0.065% active; IL-2 activation reporter assay, cell-based qHTS; stimulated with anti-CD3/CD4/CD28 beads; in transgenic mouse T cells; in the data active = activation above about 50%; inconclusive = mostly about 30% to 49%; also: 0% is about no effect
#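 Quantitative HTS in unstimulated transgenic mouse T cells, with memory T cells as non-tolerant control and PMA/ionomycin as tolerance-bypass control. Compound pretreatment lasted 60 minutes before 18 h bead stimulation; EGFP/DsRed fluorescence read.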
# EPAC1 antagonist = blocks human EPAC1 exchange factor; O95398; EPAC1 GEF assay, Rap1b-BODIPY-GDP exchange fluorescence; Potency, µM (doses to about 115 µM), for the others: at the highest dose activity change, negative = inhibition, hits mostly inhibitors; 360,000 tested, 0.14% active; AID 720709;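 also: potency is read from the fitted curve at half-maximal effect; plate controls were vehicle for no effect and positive control for full effect; nearly all actives have a fitted effect of over 50% in size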
# WRN inhibitor = WRN helicase (human) inhibition; WRN helicase unwinding, fluorescent forked duplex, kinetic; Potency, µM (doses to about 114 µM), for the others: top-dose activity change, negative = inhibition, most hits filed as inhibitors; 360,000 tested, 0.46% active; AID 651768; also: potency is read from the fitted curve at half-maximal effect; % is scaled to controls: 0 for no effect and ±100 for the full control effect; nearly all actives have a fitted effect of over 55% in size
# Target sequence (Q14191 whole entry, looked up): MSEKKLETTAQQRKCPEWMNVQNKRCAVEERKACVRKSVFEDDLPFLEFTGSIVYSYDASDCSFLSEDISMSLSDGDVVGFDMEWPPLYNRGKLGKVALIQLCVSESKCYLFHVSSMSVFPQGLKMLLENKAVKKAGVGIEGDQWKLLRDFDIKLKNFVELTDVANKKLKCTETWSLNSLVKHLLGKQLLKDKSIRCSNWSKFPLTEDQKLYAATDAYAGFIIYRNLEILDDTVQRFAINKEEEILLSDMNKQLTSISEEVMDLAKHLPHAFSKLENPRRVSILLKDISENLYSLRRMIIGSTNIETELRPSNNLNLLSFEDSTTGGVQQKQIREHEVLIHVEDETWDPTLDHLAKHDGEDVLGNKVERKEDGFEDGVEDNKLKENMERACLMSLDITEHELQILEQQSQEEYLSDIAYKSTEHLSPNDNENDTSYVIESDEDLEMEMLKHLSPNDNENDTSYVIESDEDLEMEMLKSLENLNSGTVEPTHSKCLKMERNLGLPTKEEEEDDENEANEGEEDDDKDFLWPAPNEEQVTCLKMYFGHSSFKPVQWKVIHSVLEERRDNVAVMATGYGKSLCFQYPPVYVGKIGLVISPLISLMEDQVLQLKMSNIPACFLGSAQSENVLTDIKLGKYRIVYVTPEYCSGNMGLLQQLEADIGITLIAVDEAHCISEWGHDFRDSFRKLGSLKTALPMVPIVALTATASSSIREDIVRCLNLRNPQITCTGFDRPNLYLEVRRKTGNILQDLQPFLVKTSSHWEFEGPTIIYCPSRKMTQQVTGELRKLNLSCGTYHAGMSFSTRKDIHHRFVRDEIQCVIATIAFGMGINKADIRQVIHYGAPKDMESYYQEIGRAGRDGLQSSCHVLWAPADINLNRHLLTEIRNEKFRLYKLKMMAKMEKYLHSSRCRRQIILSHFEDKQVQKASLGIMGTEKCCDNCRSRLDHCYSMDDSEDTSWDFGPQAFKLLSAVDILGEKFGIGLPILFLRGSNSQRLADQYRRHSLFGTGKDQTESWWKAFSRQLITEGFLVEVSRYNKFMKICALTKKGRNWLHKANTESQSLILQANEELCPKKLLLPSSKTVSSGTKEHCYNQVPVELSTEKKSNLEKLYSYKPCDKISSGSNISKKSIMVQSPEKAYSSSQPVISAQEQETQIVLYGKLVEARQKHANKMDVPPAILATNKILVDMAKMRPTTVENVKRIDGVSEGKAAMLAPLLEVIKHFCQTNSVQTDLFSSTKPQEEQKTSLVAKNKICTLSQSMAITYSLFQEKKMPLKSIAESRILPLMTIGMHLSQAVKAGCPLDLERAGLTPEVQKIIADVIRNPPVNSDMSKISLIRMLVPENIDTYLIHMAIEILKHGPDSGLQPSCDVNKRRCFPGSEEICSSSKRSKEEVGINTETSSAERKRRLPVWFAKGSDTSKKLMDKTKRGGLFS
#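 Screening of the MLSMR collection measured strand separation of a quenched forked DNA duplex (100 nM) by 20 nM WRN with 2 mM ATP, all final. Compounds were preincubated with enzyme 15 min at room temperature.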
# EPAC1 ag = EPAC1 (human) agonism | EPAC1 agonist qHTS, biochemical assay; response scale: 100% = response to 6.5 mM cAMP | 360,000 tested, 0.073% active | Potency, µM (highest dose often 154 µM), for the others: at the top dose activation, hits mostly activators | O95398; also: potency is read from the fitted curve at half-maximal effect; nearly all actives have a fitted effect of over 60% in size
#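 Read-out is the fluorescence drop as BODIPY-GDP leaves Rap1B (480 nm excitation, 540 nm emission), recorded every 5 minutes over 30 minutes. Reactions held 100 nM EPAC1, 250 nM Rap1B–BODIPY-GDP and 50 uM GDP, with 6.5 mM cAMP setting full activation.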
# PLK1 PBD inh = blocks phosphopeptide binding to human PLK1 polo-box domain. P53350. Plk1 PBD binding of FITC phosphopeptide, fluorescence polarization. Potency, µM, for the others: max response, negative = inhibition, actives largely listed as inhibitors. 360,000 tested, 2.8% active; also: potency is read from the fitted curve at half-maximal effect; series mostly up to about 57 µM; % is scaled to controls: 0 for no effect and ±100 for the full control effect; nearly all actives have a fitted effect of over 65% in size
# * marks the source's active call; other numbers are inactive results; u = inconclusive; x = no result given; & = joins results of further samples; [ ] = another dose, or the depositor's remark. Unless noted, calls follow the shape of the dose curve; as a rule, active = well fitted curve in the direction sought with a large enough effect; inconclusive = small, poorly fitted or top-dose-only effect, or another doubt; inactive = no such curve, though single readings can be large; an effect the other way counts as inactive or inconclusive.
SMILES | Abeta rescue | FUS suppressor | PI5P4Ka inh | IL-2 act | EPAC1 antagonist | WRN inhibitor | EPAC1 ag | PLK1 PBD inh
CC(C)CN(C(=O)COC(=O)CCc1c[nH]c2ccccc12)c1c(N)n(Cc2ccccc2)c(=O)[nH]c1=O | -3% | 23% | -5 | -0.6 | -3% | -1% | -14% | 1%
COc1ccc(OC)c(NC(=S)NN2CCOCC2)c1 | 10% | 12% | 1 | -1.6 | -15% | 6% | -4% | -11%
COc1cccc(/C=N/NC(=O)CCCc2ccc(OC)c(C)c2)c1 | -4% | x | -1 | -5.7 | -3% | -24% | -18% | -2%
CCc1ccc(NC(=O)CCc2c(C)nn(-c3ccc(N4CCCCC4)nn3)c2C)cc1 | 5% | u | -4 | -4.6 | -28% | -4% | 7% | -14%
N#C/C(=N\Nc1ccc(Cl)cc1)C(N)=S | -51%[inhibitor] | -3% | u | -0.3 | -2% | -5% | 8% | -17%
Cc1c(-c2c(C#N)c(N)nc3c2CCCCCC3)cnn1C | 21% | -17% | -3 | -0.6 | 0% | -2% | 6% | -30%
COc1cc(/C=C(\NC(=O)c2ccccc2)C(=O)Nc2cccc(O)c2)c([N+](=O)[O-])cc1OC | 9% | 10% | 2 | -0.4 | 6% | -7% | 1% | -8%
Cc1ccc(CC(=O)Nc2nc3ccccc3s2)cc1 | 29% | 6% | -1 | -2.8 | -7% | -7% | 5% | -4%
Cc1cccc(NC(=O)CN2C(=O)NC3(CCCCCCC3)C2=O)c1C | -8% | 17% | 4 | -0.7 | -9% | -27% | 0% | 3%
CCCCn1nnnc1SCC(=O)N1CCN(C(=O)c2ccco2)CC1 | -1% | 11% | 3 | -1.2 | -28% | -7% | 10% | -7%
O=C(Nc1ccccc1Oc1ccsc1C(=O)O)c1ccccc1F | -7% | -27% | 0 | -0.3 | -10% | 3% | -10% | -3%
CC(=O)c1cc2cc(O)ccc2o1 | 13% | -24% | -3 | -1.3 | -5% | 3% | 1% | 2%
Cc1ccc(C)c(NC(=O)CSc2nnc(-c3ccccc3C)o2)c1 | -5% | 43% | x | -1.8 | -1% | 4% | 6% | -10%
CC(C)(/C=N/O)/[N+]([O-])=C/c1ccccc1 | 5% | -5% | -5 | 2.9 | 16% | 14% | -7% | -2%
Cc1cc(C)n(C(C)CC(=O)Nc2ccc3c(c2)OCCO3)n1 (stereo unspecified) | -5% | -24% | 4 | 0.1 | -4% | -3% | 6% | 1%
CCOC(=O)c1c(C)[nH]c(C)c1C(=O)COC(=O)c1cc(OC)cc(OC)c1 | 9% | 21% | 3 | -4.2 | -15% | -13% | -8% | -12%
O=C(NCC(O)c1ccccc1)c1cccs1 (stereo unspecified) | -19% | -32% | 0 | -0.2 | 24% | 18% | -9% | -16%
Cc1ccc(-c2cn(S(=O)(=O)c3cccc([N+](=O)[O-])c3)nc2N)cc1 | -17% | 7% | 13 | 0.8 | -6% | 7%[57.1 µM] | -4% | -8%
COc1cccc(N2CCN(C3OC(=O)c4ccccc43)CC2)c1 (stereo unspecified) | 11% | -22% | 8 | -0.2 | 9% | -2% | -8% | -6%
CCCCNC(=O)C1CCC(CNS(=O)(=O)c2ccc(C)cc2)CC1 (stereo unspecified) | -12%&-38% | 13%&15% | 3 | -1.5 | -9% | -1% | 2% | -8%
OCCC1CN(Cc2cccn2-c2nccs2)CCN1CCc1ccccc1 (stereo unspecified) | 0% | 12% | 11 | -0.8 | -5% | -6% | 2% | -3%
CCOC(=O)CC1(C)SC(NC(C)=O)=NN1C(C)=O (stereo unspecified) | -6% | -30% | 1 | -2.8 | -19% | 2% | 0% | -4%
COc1cc(S(=O)(=O)n2ccnc2)ccc1Br | 8% | -33% | 1 | 1.2 | 0% | -3% | -4% | -3%
O=C(COc1ccc(/C=N/NC(=O)C(=O)N2CCCCC2)cc1)Nc1ccccc1Cl | -7% | 8% | 8 | -3.7 | -23% | -9% | 8% | -2%
Cc1ccccc1OCC(=O)Nc1cccc(S(=O)(=O)NC2=NCCC2)c1 | -10% | -3% | 5 | 0.2 | -13% | -2% | 16% | -2%
Cc1cccc(-n2c(Cc3cc(=O)[nH]c(=O)[nH]3)nnc2SCC(=O)N2CCc3ccccc32)c1 | -8% | x | -9 | -0.5 | -12% | -34% | 1% | -10%
O=c1[nH]c(=S)[nH]c2c1C(c1ccc(F)cc1)OC(CCC(F)(F)F)C2 (stereo unspecified) | -8% | 0% | -4 | -0.2 | 4% | 2% | -6% | 0%
Cc1cccc(N(Cc2ccccc2)C(=O)c2ccc(C)c(S(=O)(=O)N3CCOCC3)c2)c1 | 28% | 40% | 9 | -0.4 | 3% | -8% | 7% | 5%
O=C(c1cc(-c2ccccc2)on1)N1CCc2ccccc2C1 | -5% | 13% | 13 | -0.9 | -19% | -18% | 5% | -10%
COc1ccc(NC(=O)CCNC(=O)c2ccco2)cc1Cl | -3% | 23% | 1 | -0.5 | 19% | -7% | 0% | -2%
CCOC(=O)CSC1=C(C#N)C(c2ccccc2C)C2=C(CCCC2=O)N1 (stereo unspecified) | 18% | 13% | -25 | -2.2 | -2% | 0% | 4% | -10%
CCCCNC(=O)Cn1c(=O)oc2cc(S(=O)(=O)N3CC(C)CC(C)C3)ccc21 (stereo unspecified) | -2% | -15% | -2 | -3.0 | -22% | -4% | -20% | -4%
CCCOc1ccc(-c2c(C(=O)N/N=C(\C)COc3ccccc3)nnn2-c2nonc2N)cc1 | -7% | 8% | 2 | -2.7 | -21% | 2% | -9% | 1%
Cc1cccc(C)c1NC(=S)N(CCN(C)C)C(C)c1ccccn1 (stereo unspecified) | -5% | -2% | 0 | 0.5 | -27% | 0% | 10% | 2%
CCn1cc(C(=O)NCCCN2CCCCCC2)c(=O)c2cc(S(=O)(=O)N3CCc4ccccc4C3)ccc21 | 7% | 23% | -3 | -1.0 | -3% | -14% | 5% | -7%
O=C1CSC(c2ccccn2)N1c1cccc(Cl)c1 (stereo unspecified) | -3% | -8% | 2 | 1.6 | 4% | -16% | 5% | -2%
O=C(NCc1ccc(Cl)cc1)c1ccc2nc[nH]c2c1 | -9% | 14% | -8 | 0.3 | -6% | 8% | 5% | 30µM*
CCOc1cc(NC(=S)NCCCN2CCOCC2)c(OCC)cc1NC(=O)c1cccc(C)c1 | -4% | x | 9 | -3.3 | 5% | -2% | -7% | 3%
O=S(=O)(Nc1cccc(CCc2ccccn2)c1)c1ccc(Cl)cc1 | -1% | 11% | -2 | -0.2 | -10% | -7% | -4% | 3%
CC(CNc1ccccc1O)C(=O)O (stereo unspecified) | -5% | x | -3 | -3.7 | 10% | -26% | -4% | u
COCCNCCCCOc1c(Cl)cc(C)cc1Br | -9% | 5% | -2 | 1.6 | 13% | 14% | 3% | -9%
CCC1(C(=O)c2ccccc2)C(c2ccc([N+](=O)[O-])cc2)C1(C(=O)OC)C(=O)OC (stereo unspecified) | 14% | x | -4 | 0.7 | -15% | 6% | 8% | -7%
O=C(NCc1ccc(F)cc1)N1CCN(C(=O)c2ccccc2)CC1 | -16% | -25% | 2 | -0.4 | -2% | 10% | -11% | -14%
N#Cc1ccsc1NC(=O)CCS(=O)(=O)c1ccccc1 | -3% | 26% | -3 | -3.5 | 5% | 3% | 4% | u
Cc1ccc(NC(=O)c2cc(-c3ccc(C)c(C)c3O)n[nH]2)cc1C | 1% | 33% | 5 | 3.1 | -1% | -6% | 16% | 0%
CCCCn1c(N)c(N(CC(C)C)C(=O)C2CCN(S(=O)(=O)c3ccc(F)cc3)CC2)c(=O)[nH]c1=O | -6% | 23% | 2 | -0.1 | 1% | -9% | -4% | 1%
CCN1CCN(C(=O)N(CC(=O)Nc2ccc(C(N)=O)cc2)S(=O)(=O)c2ccc(C)cc2)CC1 | -3% | 16% | 0 | -2.8 | -12% | -1% | 1% | -5%
CC(C)N(CCCNC(=O)c1ccc(N2CCCC2=O)cc1)Cc1ccccc1 | x | -21% | -1 | -0.2 | -12% | 4% | 16% | -14%
Cc1ccc(CNC(=O)c2cc(COc3c(F)cccc3F)on2)s1 | 5% | -5% | -1 | 1.7 | -13% | -8% | 5% | 0%
O=C(C1=C(O)C(=O)N(c2ncccn2)C1c1cccs1)c1ccco1 (stereo unspecified) | -13% | u | x | 0.4 | 17% | -34% | 17% | -19%

# The list goes on:
SMILES | Abeta rescue | FUS suppressor | PI5P4Ka inh | IL-2 act | EPAC1 antagonist | WRN inhibitor | EPAC1 ag | PLK1 PBD inh
O=c1[nH]c(Cc2ccccn2)nc2scc(-c3ccc(Cl)cc3)c12 | 9% | u | -10 | -1.2 | -14% | -11% | -15% | -11%
CC(=O)Nc1ccc(S(=O)(=O)NCC(=O)NNC(=O)COc2c(C)cccc2C)cc1 | 3% | 6% | 4 | 3.2 | -3% | -21% | 0% | -5%
COc1ccccc1NC(=O)N1CCCC1C(=O)NCc1ccccc1Cl (stereo unspecified) | 9% | -5% | -1 | 0.3 | -19% | 0% | 9% | -13%
CC[C@H](C)[C@@H]1NC(=O)c2cc([N+](=O)[O-])cc(F)c2NCCCC[C@@H](C(N)=O)NC(=O)[C@H](CCCCN)NC1=O | 5% | 9% | 1 | -0.8 | 4% | -16% | 10% | -4%
O=C(N/N=C/c1ccccc1C(=O)O)c1cccc(S(=O)(=O)Nc2cc(Cl)ccc2Cl)c1 | -15% | 27% | -17 | -2.4 | u | -34% | 6% | -17%
CCN(CC)CC(C)(C)COC(=O)c1oc2ccccc2c1C | -5% | 3% | 3 | -2.6 | -6% | 1% | -6% | -2%
CCN(CC)CCNC(=O)c1ccccc1C(=O)c1ncc[nH]1 | 24% | -1% | -7 | 0.0 | -6% | -1% | 12% | -6%
COc1ccc([C@@H]2CC=C(C(=O)O)[C@H](c3cccc(Cl)c3)N2S(=O)(=O)c2ccc(C)cc2)cc1OC | 6% | -3% | 3 | -0.1 | 5% | 18% | -8% | 1%
C=CCn1c(SCC(=O)N2CCCCCC2)nc2ccccc2c1=O | -20% | -11% | 0 | -0.6 | -7% | -3%[57.1 µM] | 3% | 2%
CC(C)NC(=O)COC(=O)c1cncc(Br)c1 | -8% | -5% | -1 | 0.9 | -5% | 1% | 3% | -10%
COC(=O)Cc1ccc(NC(=S)N2CCN(c3cc(Cl)ccc3C)CC2)cc1 | 7% | 12% | -2 | 1.4 | -17% | -6% | 22% | -14%
Cc1ccc(C(=O)N2CCN(C3c4cccc5cccc(c45)C3NS(=O)(=O)c3ccccc3)CC2)cc1 (stereo unspecified) | 9% | u | 7 | -0.8 | 0% | -10% | 0% | -1%
